LAP4 TOR yeast: modulators of LAP4-GFP expression in yeast, primary screen, S. cerevisiae, multiplex flow cytometry, MLPCN library. 3 h; median GFP as percent of DMSO wells. GFP response vs DMSO, % at 10 µM. 320,000 tested, 0.34% active;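 active = GFP response vs DMSO above a set limit, about the screen mean plus 3 SD, cut at about 150% in these data; inconclusive = under 70 cell events counted for the yeast strain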
GRK2 inh: compounds blocking aptamer binding on GRK2 – biochemical, human GRK2, bead flow cytometry, HTS, primary screen. Beta-adrenergic receptor kinase 1 (Homo sapiens), P25098. FAM-aptamer displacement from GRK2. inhibition of aptamer binding, % at 10 µM. 330,000 tested, 0.59% active. AID 488847, 2010;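 active = inhibition of aptamer binding above 40%, roughly 3 SD of noise, on plates passing a quality check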;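 note: median bead fluorescence of bound FAM aptamer so fluorescent compounds give negative values; no value below 0 was filed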
Target sequence (P25098 whole entry, looked up): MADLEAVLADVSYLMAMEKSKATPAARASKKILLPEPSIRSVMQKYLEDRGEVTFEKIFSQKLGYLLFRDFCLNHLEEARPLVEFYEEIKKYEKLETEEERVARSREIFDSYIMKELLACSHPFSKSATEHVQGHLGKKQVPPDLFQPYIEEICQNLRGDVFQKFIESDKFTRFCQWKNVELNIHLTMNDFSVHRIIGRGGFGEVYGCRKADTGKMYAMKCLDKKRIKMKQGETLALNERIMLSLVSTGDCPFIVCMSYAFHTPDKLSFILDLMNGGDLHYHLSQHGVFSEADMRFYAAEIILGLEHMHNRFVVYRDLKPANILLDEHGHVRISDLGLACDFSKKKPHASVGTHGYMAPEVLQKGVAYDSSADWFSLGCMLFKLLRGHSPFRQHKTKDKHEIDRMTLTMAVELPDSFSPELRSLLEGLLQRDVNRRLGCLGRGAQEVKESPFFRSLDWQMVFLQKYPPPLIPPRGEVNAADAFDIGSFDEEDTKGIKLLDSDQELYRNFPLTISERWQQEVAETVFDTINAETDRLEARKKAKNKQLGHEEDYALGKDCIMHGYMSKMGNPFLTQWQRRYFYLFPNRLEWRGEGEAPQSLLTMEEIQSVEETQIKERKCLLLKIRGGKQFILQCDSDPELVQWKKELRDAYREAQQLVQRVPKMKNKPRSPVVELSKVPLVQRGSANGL
AGP1-GFP MLPCN: modulators of AGP1-GFP expression in yeast TOR pathway, primary screen, cell-based, multiplex flow cytometry, S. cerevisiae, MLPCN library. 3 h; GFP as percent of DMSO wells. GFP response vs DMSO, % at 10 µM. 320,000 tested, 0.02% active;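 active = GFP response relative to DMSO above a set limit, near screen average plus 3 SD, cut at about 150% in these data; inconclusive = fewer than 70 cells counted for the yeast strain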;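 note: median GFP channel fluorescence of the gated AGP1 strain per well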
VLA-4 inh: inhibition in human VLA-4 binding assay, primary screen, VLA-4 allosteric modulator project, MLPCN library, flow cytometry, VLA-4 expressing cells | inhibition, % (about 7 µM as worked out from the volumes in the protocol) | ligand binding flow cytometry | 330,000 tested, 0.2% active | AID 2557, 2010 | Integrin alpha-4 (Homo sapiens), P13612; in the data active = inhibition above about 50%
RPL19A-GFP yeast: RPL19A-GFP expression modulators in yeast, primary screen, cell-based, S. cerevisiae, multiplex flow cytometry, MLPCN. AID 2025, 2009. 330,000 tested, 0.3% active. S. cerevisiae RPL19A-GFP strain, 3 h; stronger effect = lower value. percent response vs DMSO, % at 10 µM;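 active = percent response vs DMSO below 50%; inconclusive = fewer than 70 events counted for the yeast strain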;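 note: median channel GFP fluorescence of the barcoded RPL19A-GFP strain; ratio of sample median GFP to plate DMSO average so 100% = DMSO; lower means less RPL19A-GFP as with rapamycin TOR inhibition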
MEP2 TOR yeast: modulators of MEP2-GFP levels in yeast, primary screen, S. cerevisiae, multiplex flow cytometry, MLPCN library; S. cerevisiae MEP2-GFP strain, 3 h; 100% = DMSO control level; GFP response vs DMSO, % at 10 µM; 330,000 tested, 0.51% active; AID 2016, 2009;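 active = GFP response versus DMSO above a set limit, roughly screen mean plus 3 SD, cut at about 180% in these data; inconclusive = fewer than 70 cells counted for a yeast strain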;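 note: median GFP fluorescence of the barcode-gated MEP2-GFP cells per well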
GASC-1 inh: inhibitors of GASC-1 histone demethylase, primary screen, biochemical, fluorescence, DELFIA europium; inhibition, % at 2.35 µM; AID 2099, 2009; Lysine-specific demethylase 4C (Homo sapiens), Q9H3R0; GST-JMJD2C(1-420) H3K9me3 demethylation; 330,000 tested, 0.069% active;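 active = more than half of a compound's replicate wells show inhibition beyond 50%, single wells judged on their own value; inconclusive = some, but no more than half, of replicates pass 50% inhibition; inactive = no replicate passes 50% inhibition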;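 note: signal counts dimethyl H3K9 product captured on neutravidin plate; 0% = median of DMSO wells and 100% = 0.3 times that DMSO median; strong numbers were not always called active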
Target sequence (Q9H3R0 1-420 limits assumed): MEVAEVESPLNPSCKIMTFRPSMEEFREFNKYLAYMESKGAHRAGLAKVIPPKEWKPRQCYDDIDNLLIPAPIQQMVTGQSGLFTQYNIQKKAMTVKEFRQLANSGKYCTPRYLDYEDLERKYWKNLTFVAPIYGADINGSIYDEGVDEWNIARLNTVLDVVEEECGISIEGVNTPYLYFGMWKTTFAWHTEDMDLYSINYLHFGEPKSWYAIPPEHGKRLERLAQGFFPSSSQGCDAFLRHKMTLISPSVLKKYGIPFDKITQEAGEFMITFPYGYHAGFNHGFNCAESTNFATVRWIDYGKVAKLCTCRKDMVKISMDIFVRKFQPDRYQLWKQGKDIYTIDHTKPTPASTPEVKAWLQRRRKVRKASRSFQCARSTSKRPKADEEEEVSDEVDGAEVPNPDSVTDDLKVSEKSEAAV
CIT2 TOR yeast: modulators of CIT2-GFP expression in yeast, primary screen, S. cerevisiae, GFP fusion, multiplex flow cytometry, MLPCN library; S. cerevisiae CIT2-GFP strain, 3 h; 100 means same as DMSO wells; GFP response vs DMSO, % at 10 µM; AID 2029, 2009; 320,000 tested, 0.065% active;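 active = GFP response relative to DMSO above a set limit, near the screen mean plus 3 SD, cut at about 150% in these data; inconclusive = Fewer than 70 cells measured for a yeast strain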;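 note: ratio of well median GFP fluorescence to mean of DMSO wells on the plate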
Starred values were filed as active, the others as inactive; ? = inconclusive; . = not tested or not shown; [ ] = dose if it differs, or a comment.

SMILES | LAP4 TOR yeast | GRK2 inh | AGP1-GFP MLPCN | VLA-4 inh | RPL19A-GFP yeast | MEP2 TOR yeast | GASC-1 inh | CIT2 TOR yeast
O=C(c1ccccc1F)N(NC(=O)C(O)(c1ccccc1)c1ccccc1)c1ccccc1 | 94 | 1 | 103 | 14 | 107 | 103 | -1 | 105
Cc1ccc(S(=O)(=O)Cc2ccc(C(=O)N3CCN(c4ccc(F)cc4)CC3)o2)cc1 | 104 | 0 | 116 | 0 | 113 | 107 | 3 | 115
O=C(COC(=O)COc1cccc(C(F)(F)F)c1)NC1CCCC1 | 105 | 2 | 110 | 1 | 101 | 101 | -2 | 95
O=C(CSc1nnc(-c2ccncc2)n1Cc1ccccc1)Nc1nccs1 | 107 | 0 | . | -10 | 101 | 101 | -5 | 106
Cc1c(N)cc(N)cc1C(=O)O | 96 | 1 | 103 | 13 | 108 | 109 | 0 | 102
O=C(NCc1ccncc1)c1cccc(S(=O)(=O)Nc2ccc(SC(F)F)cc2)c1 | 101 | 1 | 105 | 3 | 99 | 101 | 3 | 98
CN(CC(=O)Nc1ccccc1Cl)C(=O)c1cccc(-n2cccc2)c1 | 99 | 0 | 105 | 9 | 103 | 97 | 3 | 100
OC(COc1c(Cl)cc(Cl)cc1Cl)CN1CCCCC1 (stereo unspecified) | 100 | 2 | 104 | 6 | 98 | 103 | 0 | 99
Cc1[nH]c(=O)[nH]c(=O)c1/C=N\NC(=O)CCc1ccc(OC(C)C)cc1 | 97 | 1 | 103 | 16 | 98 | 102 | 0 | 99
Cn1c(=O)c(=O)n(C)c2cc(S(=O)(=O)N3CCN(c4ccccc4F)CC3)ccc21 | 99 | 1 | 102 | 4 | 103 | 108 | 3 | 105
O=C1C(Cl)=C(NCCN2CCOCC2)C(=O)c2ccccc21 | 96 | 5 | 102 | 8 | 105 | 106 | 3 | 106
Cc1cc(-c2ccccc2)nc(N(C)NC(=O)c2c(F)cccc2F)c1S(C)(=O)=O | 96 | 0 | 101 | 3 | 100 | 100 | -4 | 95
CCOC(=O)CC1C(=O)NCCN1C(=O)c1cc2c(=O)n3ccccc3nc2s1 (stereo unspecified) | 79[may fluoresce violet] | 4 | 20[may fluoresce violet] | 8 | 60[may fluoresce violet] | 144[may fluoresce violet] | 2 | ?
CCOC(=O)Cc1csc(NC(=O)CN(C)S(=O)(=O)c2ccc3c(c2)CCC(=O)N3)n1 | 99 | 3 | 103 | -34 | 98 | 96 | . | 108
Cc1cc([N+](=O)[O-])nn1CC(=O)NCCc1c[nH]c2ccccc12 | 100 | 4 | 91 | -4 | 94 | 103 | -2 | 104
CC(OC(=O)Cc1ccc(Br)cc1)C(=O)NC1CCCC1 (stereo unspecified) | 121 | 3 | 107 | 0 | 93 | 93 | 1 | 84
Nc1cc(-c2ccccc2)n2c(n1)nc1ccccc12 | 99 | 2 | 98 | 14 | 91 | 93 | 2 | 92
Cc1ccc(/C(=N\S(=O)(=O)c2ccc(Br)cc2)Nc2ccccc2C)cc1 | 101 | 2 | 107 | -6 | 108 | 111 | 9 | 113
Cc1cccnc1NC(=O)CCNC(=O)c1ccc(Cl)cc1 | ? | 2 | ? | -3 | ? | ? | 0 | ?
Nc1c(C(=O)OCC(=O)Nc2ccc(Cl)cc2[N+](=O)[O-])[nH]c(=O)[nH]c1=O | 108 | 2 | 111 | -3 | 96 | 91 | 38 | 103

Quoted from the entries so far for reference:
SMILES | LAP4 TOR yeast | GRK2 inh | AGP1-GFP MLPCN | VLA-4 inh | RPL19A-GFP yeast | MEP2 TOR yeast | GASC-1 inh | CIT2 TOR yeast
Cc1cc(-c2ccccc2)nc(N(C)NC(=O)c2c(F)cccc2F)c1S(C)(=O)=O | 96 | 0 | 101 | 3 | 100 | 100 | -4 | 95
CCOC(=O)CC1C(=O)NCCN1C(=O)c1cc2c(=O)n3ccccc3nc2s1 (stereo unspecified) | 79[may fluoresce violet] | 4 | 20[may fluoresce violet] | 8 | 60[may fluoresce violet] | 144[may fluoresce violet] | 2 | ?

Next section
SMILES | LAP4 TOR yeast | GRK2 inh | AGP1-GFP MLPCN | VLA-4 inh | RPL19A-GFP yeast | MEP2 TOR yeast | GASC-1 inh | CIT2 TOR yeast
CCOC(=O)C1(Cc2ccccc2)CCN(Cc2cnn(-c3ccccc3)c2)CC1 | 98 | 0 | 105 | -2 | 100 | 97 | 12 | 104
COc1ccc2c(=O)c(C(=O)NCCc3ccccc3)c[nH]c2c1 | 108 | 2 | 99 | -2 | 97 | 99 | 6 | 96
COc1ccc(Nc2nc(-c3sc(C)nc3C)cs2)c(OC)c1 | 104 | 0 | 89 | 7 | 100 | 101 | -1 | 96
CC1CCCN(C(=O)c2cn(-c3ccccc3)nc2-c2cccnc2)C1 (stereo unspecified) | 104 | 1 | 108 | -6 | 97 | 103 | 6 | 95
C(=C\c1nnc2c3ccccc3ncn12)/c1ccccc1 | 98 | 3 | 93 | 0 | 95 | 95 | -13 | 94
O=C(Nc1ccc2c(c1)OCCO2)c1ccc2ccccc2n1 | 86 | 0 | 88 | 6 | 92 | 92 | . | 95
NC(=O)c1c(NC(=O)Cn2cc([N+](=O)[O-])cn2)sc2c1CCCC2 | 102 | 0 | 106 | 4 | 102 | 97 | -7 | 100
CCn1nc(C)cc1C(=O)Sc1ccc(C)cc1 | 100 | 1 | 103 | -130 | 103 | 105 | -1 | 97
O=C(CN1C(=O)CCS(=O)(=O)c2ccccc21)NCc1ccccc1 | 93 | 0 | . | 13 | 88 | 89 | 2 | 91
ONC=Nc1cccc2nonc12 | 99 | 0 | 102 | 0 | 99 | 108 | 15 | 107
COc1ccc(CCC(C)N2CCC(CO)(Cc3ccccc3)CC2)cc1 (stereo unspecified) | 107 | 0 | 101 | 11 | 102 | 103 | 2 | 103
CSCC(=O)N1CCC(n2nccc2NC(=O)CCc2ccccc2)CC1 | 92 | 3 | 95 | -9 | 96 | 106 | -6 | 93
CCN(C(=O)c1c(-c2ccccc2)noc1C)c1ccccc1 | 103 | 1 | 131 | 0 | 98 | 126 | 7 | 86
CC(C)(C)c1ccc(S(=O)(=O)N2CCc3nc4ccccc4c(C(=O)O)c3C2)cc1 | 100 | 0 | 92 | 10 | 99 | 113 | -7 | 98
Cc1c(Nc2cc(N3CCOCC3)c3nonc3c2[N+](=O)[O-])c(=O)n(-c2ccccc2)n1C | 102 | 0 | 97 | -1 | 99 | 103 | -18 | 103
COc1ccc(-n2c(SCc3ccc(C#N)cc3)nnc2-c2ccccn2)cc1 | 97 | 0 | 95 | 2 | 99 | 104 | -6 | 91
CCOc1cc(C(=O)Nc2cc(OC)cc(OC)c2)ccc1OCC(=O)N1CCOCC1 | 90 | 1 | 91 | 13 | 91 | 91 | -7 | 86
CCn1c(SCC(=O)NNC(=O)c2ccc(C)cc2)nnc1-c1ccncc1 | 90 | 0 | 96 | -1 | 95 | 95 | -5 | 98
CC(=O)OCCNc1cc(SCc2ccco2)c2nonc2c1[N+](=O)[O-] | 100 | 0 | 97 | -4 | 98 | 100 | 2 | 94
CCn1c(CNC(=O)C23CC4CC(CC(C4)C2)C3)nnc1SCC(=O)Nc1nnc(C)s1 | 113 | 0 | 115 | 39 | 109 | 107 | 1 | 110
CN(C)CC(C)(C)CNC(=S)Nc1ccc(S(=O)(=O)N2CCOCC2)cc1 | 105 | 2 | 105 | 1 | 103 | 103 | 2 | 95
CCCCC(C(=O)O)C(C)CC(=O)Nc1ccn(-c2ccccc2)n1 (stereo unspecified) | 109 | 0 | 102 | 3 | 103 | 100 | 24 | 100
CC1(C)OC(C)(C)/C(=C/Nc2ccc(O)cc2)C1=O | 95 | 4 | 108 | 4 | 99 | 107 | -5 | 102
COc1ccc(CCNC(=O)COC(=O)c2cc3ccccc3oc2=O)cc1OC | 102 | 0 | 101 | -8 | 101 | 99 | -1 | 105
COc1ccc(N(C(=O)CNC(=O)c2ccco2)C(C(=O)NC2CCCC2)c2ccc(C)o2)cc1 (stereo unspecified) | 90 | 0 | 92 | -8 | 100 | 104 | -3 | 95
Cc1cc(=O)c2cc3nc(-c4cccnc4)oc3c(Br)c2o1 | 93 | 21 | 90 | 8 | 93 | 102 | -4 | 96
O=C(O)/C=C/c1ccc2c(-c3ccccc3)onc2c1 | 98 | 0 | 96 | 6 | 104 | 108 | 2 | 104
O=S(=O)(c1ccc(Cl)c(C(F)(F)F)c1)N1CCN(CC(O)COc2ccccc2F)CC1 (stereo unspecified) | 99 | 0 | 100 | -4 | 102 | 99 | -3 | 104
NC(=O)c1ncn([C@@H]2O[C@H](CO)[C@@H](O)[C@H]2O)c1O | 104 | 0 | 91 | 27 | 100 | 97 | 2 | 95
Cc1ccc(NC2CCCN(C(=O)CCc3ccncc3)C2)cc1C (stereo unspecified) | 83 | 0 | 105 | 3 | 123 | 106 | -3 | 115
CCOC(=O)c1c(NC(=O)COC(=O)/C=C/c2ccccc2)sc(C(=O)NC)c1C | 100 | 2 | 91 | 6 | 92 | 92 | -2 | 89
COc1cc(C(=O)OCc2cc(=O)c(O)co2)ccc1OC(F)F | 97 | 0 | 106 | -8 | 103 | 102 | 3 | 112
O=c1cc(O)c(-c2ccc(Cl)cc2)c(Cl)[nH]1 | 101 | 1 | 102 | -1 | 100 | 103 | -4 | 101
C=CCn1c(=O)c2ccccc2n2c(SCC(=O)NCCc3ccccc3)nnc12 | 94 | 4 | 104 | -1 | 100 | 101 | 8 | 105
COc1cc(NC(=O)c2cccs2)c(OC)cc1NC(=O)Nc1ccc(F)cc1 | 96 | 0 | 102 | 5 | 100 | 107 | -1 | 102
O=C1[C@@H]2[C@@H]3C[C@@H]([C@H]4ON=C(c5ccc(Cl)cc5Cl)[C@@H]34)[C@@H]2C(=O)N1C1CCCCC1 | 89 | 0 | 94 | 9 | 101 | 94 | 2 | 92
O=C(OCC(=O)c1cccs1)C1=COCCO1 | 110 | 1 | 104 | 8 | 99 | 102 | 11 | 103
O=C(CSc1nncs1)Nc1cc(-c2ccccc2)nn1-c1ccccc1 | 102 | 0 | 104 | -8 | 105 | 107 | 30 | 100
CC(=O)c1ccc(OCC(=O)N(CCC2=CCCCC2)c2c(N)n(Cc3ccccc3)c(=O)[nH]c2=O)cc1 | 99 | 0 | 98 | -15 | 99 | 104 | -8 | 107
COc1ccccc1C/C(N)=N/OC(=O)COc1ccc(C)cc1 | 106 | 0 | 104 | -14 | 97 | 98 | 5 | 100
COc1ccc(C(C)=O)c(OC(=O)c2ccco2)c1 | 99 | 0 | 87 | -12 | 94 | 109 | 104 | 92
CC(=O)COc1ccc2c(C)c(C)c(=O)oc2c1 | 99 | 0 | 97 | 0 | . | 98 | -5 | 98
NNC(=O)CN1C(c2ccc(Cl)cc2)=Nc2ccc(Br)cc2C1c1ccccc1 (stereo unspecified) | 96 | 1 | 101 | 8 | 101 | 101 | 1 | 104
COC(=O)c1ccc(=O)n(Cc2ccco2)c1 | 103 | 1 | 102 | 5 | 103 | 106 | 3 | 104
COc1ccc(OC)c(S(=O)(=O)Nc2cccc3c(O)cccc23)c1 | 107 | 9 | 102 | 8 | 93 | 98 | -8 | 95
Cc1cc(SCC(=O)OCC(=O)N2CCCC2=O)c(C)cc1Br | 117 | 0 | 107 | 9 | 101 | 97 | -4 | 98

Assay outcomes: PubChem BioAssay, several laboratories
